# PKA-R2B act: PKA-R2B complex activation. AID 504700. PKA-R2B holoenzyme dissociation, Cy5-IP20 fluorescence polarization; R2B truncated from residue 108, S112A mutant; 0% DMSO only, 100% 113 µM cGMP. P22694+P31323. 340,000 compounds, 0.079% hits. activation, % at 11.4 µM;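 active means activation above a cutoff set at the mean over all compounds plus 3 SD, cut at about 18% in these data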;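 further: higher means more holoenzyme dissociation and a rise in polarization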
# Target sequence (P31323 whole entry, looked up, other chains not shown, the tested form may be a part): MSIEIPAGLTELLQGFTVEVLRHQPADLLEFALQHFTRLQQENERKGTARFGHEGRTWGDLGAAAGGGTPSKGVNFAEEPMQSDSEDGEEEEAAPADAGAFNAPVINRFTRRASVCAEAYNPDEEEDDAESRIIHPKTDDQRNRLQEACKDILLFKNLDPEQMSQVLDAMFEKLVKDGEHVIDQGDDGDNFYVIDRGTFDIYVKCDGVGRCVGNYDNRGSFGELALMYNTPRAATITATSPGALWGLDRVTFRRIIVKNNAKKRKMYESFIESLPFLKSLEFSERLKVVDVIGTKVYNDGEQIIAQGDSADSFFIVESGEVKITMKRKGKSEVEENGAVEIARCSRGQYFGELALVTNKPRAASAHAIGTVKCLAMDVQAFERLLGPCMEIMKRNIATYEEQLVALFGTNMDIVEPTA
# CDK5 p35 inh: inhibitors of human CDK5/p35 kinase; AID 488839; Recombinant CDK5/p35, ADP-Glo luminescence, 60 min; inhibition, % at 10 µM; 330,000 compounds, 0.01% hits;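 active means highest replicate inhibition of at least 50% and at least 75% of replicates reaching 50%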;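 further: plate controls were DMSO neutral control for no effect and GW8510 at 10 µM for full effect; many of its hits are not listed in these tables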
# Target sequence (Q00535 whole entry, looked up): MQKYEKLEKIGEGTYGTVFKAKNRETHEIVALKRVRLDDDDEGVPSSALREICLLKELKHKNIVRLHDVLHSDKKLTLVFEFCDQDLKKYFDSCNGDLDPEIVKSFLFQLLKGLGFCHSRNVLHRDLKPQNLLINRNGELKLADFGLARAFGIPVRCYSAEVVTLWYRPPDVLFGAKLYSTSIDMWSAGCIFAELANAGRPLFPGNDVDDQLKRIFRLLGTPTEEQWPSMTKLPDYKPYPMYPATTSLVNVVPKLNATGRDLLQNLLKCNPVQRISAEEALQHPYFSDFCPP
# Target sequence (Q15078 whole entry, looked up): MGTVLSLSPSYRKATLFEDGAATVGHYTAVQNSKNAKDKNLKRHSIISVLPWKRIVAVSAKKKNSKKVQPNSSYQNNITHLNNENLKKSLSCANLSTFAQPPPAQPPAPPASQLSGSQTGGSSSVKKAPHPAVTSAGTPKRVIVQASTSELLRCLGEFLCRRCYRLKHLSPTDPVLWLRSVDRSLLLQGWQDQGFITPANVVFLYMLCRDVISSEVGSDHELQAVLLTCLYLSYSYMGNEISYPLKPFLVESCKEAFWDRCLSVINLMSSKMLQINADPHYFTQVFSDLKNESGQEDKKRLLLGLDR
# DAGLB inhibitor: blocks human DAGLB lipase activity | HEK293T DAGLB membrane lysate, EnzChek fluorogenic substrate | Q8NCG7 | inhibition, % at 5.17 µM | 340,000 compounds, 0.059% hits; in the data active means inhibition above about 34%;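 further: 0% = enzyme with vehicle and 100% = wells lacking enzyme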
# Mot1-301 SUMO: blocks SUMOylation pathway, rescuing yeast Mot1-301 growth; S. cerevisiae Mot1-301 growth rescue, ATP luminescence, 38.5C; percent above DMSO median, 100 means doubled; growth rescue, % at 18.8 µM; 320,000 compounds, 1% hits;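 active means every valid replicate shows activation above 250% relative to neutral control wells; inactive means the rest, any valid replicate at or below 250%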;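 further: OY570 slx delta 5 strain wells were the positive control but not used for scaling; some compounds called inactive have numbers as strong as hits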
# Ecoli viability: reduces bacterial viability in AddAB counter-screen | inhibition, % at 11.9 µM | E. coli V3065 growth, OD600 absorbance, 18 h | AID 449728 | 330,000 compounds, 0.27% hits;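 active means inhibition above the campaign's mean inhibition across all tested compounds plus 3 SD, cut at about 9.9% in these data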;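 further: uninfected addAB+ strain grown without phage in ampicillin broth; 0% = DMSO wells and 100% = ciprofloxacin 0.95 µg/ml wells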
# AddAB inh: less growth of phage-infected E. coli with AddAB; inhibition, % at 11.9 µM; AID 435030; 330,000 compounds, 0.29% hits; E. coli expressing H. pylori AddAB, absorbance growth; in the data active means inhibition above about 12%;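 further: 0% = vehicle wells of infected cells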
# Tat export inh: E. coli Tat transport inhibition; E. coli MC4100 TorA-mCherry Tat export, fluorescence; inhibition, % at 10 µM; 340,000 compounds, 0.036% hits;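 active means mean replicate inhibition at least 50% and at least half of replicates individually reaching 50%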;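 further: exported cargo escapes ClpAP degradation while cytoplasmic cargo is degraded and loses fluorescence; 0% = median of neutral control wells and 100% = median of NaSCN control wells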
# HTR5A ag ctr: HTR5A agonism, opioid heterodimer counter-screen; activation, % at 9.3 µM; HTR5A agonist assay, luminescence, cell-based; 340,000 compounds, 0.61% hits; P47898; in the data active means activation mostly above about 9.5%, no sharp cut-off; inactive means mostly below about 7.6%;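 further: 0% = cells with vehicle only and 100% = reference agonist; strong numbers were not always called active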
# HTR5A inv ag: HTR5A inverse agonism, opioid heterodimer counter-screen; P47898; HTR5A cell line, luminescence; inhibition, % at 9.3 µM; 340,000 compounds, 0.083% hits; AID 504634; in the data active means inhibition mostly above about 23%, no sharp cut-off; inactive means mostly below about 18%;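 further: 0% = cells with DMSO and 100% = no-cell wells with DMSO; some compounds called inactive have numbers as strong as hits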
# phage Ecoli inh: E. coli growth loss with phage present | growth absorbance | inhibition, % at 11.9 µM | 360,000 compounds, 0.26% hits | AID 651602; in the data active means inhibition above about 11%
# PKA-R1A activ: activates the PKA-R1A holoenzyme complex | activation, % at 11.4 µM | P00514+P68181 | AID 504707 | PKA-R1A dissociation, Cy5-IP20 fluorescence polarization; scaled: DMSO 0%, 113 µM cGMP 100% | 340,000 compounds, 0.083% hits;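 active means percent activation above the mean of all tested compounds plus 3 SD, cut at about 19% in these data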;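 further: higher means more PKAc released from R1A so a rise in polarization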
# * hit, by the source's call; . = not tested or not shown.
1	COc1ccc(OC)c2sc(NNC(=O)C3COc4ccccc4O3)nc12 (stereo not drawn)
2	CC(=O)c1c(C)[nH]c(C(=O)N2CCN(S(=O)(=O)c3ccc(C)cc3C)CC2)c1C
3	CCOc1ccc(C(=O)CCC(=O)N2CCN(c3ncccn3)CC2)cc1
4	CCN(CC)S(=O)(=O)c1cc(Br)ccc1OC
5	COc1ccc(OC)c(CNC(=O)C(C)n2nc(C)c3c(C)n(-c4ccccc4)nc3c2=O)c1 (stereo not drawn)
6	CCCC/C(O)=C/c1nc2ccccc2[nH]c1=O
7	O=C(N/N=C/c1ccccn1)c1cc(-c2ccncc2)nc2ccccc12
8	O=C(c1ccccc1F)N1CCCC(c2ccccc2)C1 (stereo not drawn)
assay / compound,1,2,3,4,5,6,7,8
Tat export inh,-2,2,-8,-8,12,-12,-4,4
PKA-R1A activ,-8,-7,2,1,-2,3,4,-5
PKA-R2B act,4,-5,-13,4,5,3,6,2
Ecoli viability,-1.9,-0.2,-2.2,-2.0,1.3,-0.8,-3.6,-2.1
HTR5A inv ag,-3,-1,0,2,8,24,-29,-27
HTR5A ag ctr,3,0,0,1,-1,-11,8,1
Mot1-301 SUMO,3,-2,4,11,-12,14,-5,-15
DAGLB inhibitor,-2,-2,-3,-3,4,-1,-1,-2
AddAB inh,-3.4,0.1,-2.5,1.4,2.5,3.1,2.7,4.0
CDK5 p35 inh,-0.6,-1.8,0.1,1.1,1.4,-0.7,-0.6,-0.1
phage Ecoli inh,4.8,2.6,3.8,1.9,0.7,1.4,4.8,2.5

9	COc1ccc(-c2cc(C)no2)cc1S(=O)(=O)NCCCN(C)Cc1ccccc1
10	C/C(=C\c1ccccc1)C(=O)N1CCN(c2cccc(C(F)(F)F)c2)CC1
11	CC(C)OCCCNC(=O)CN1C(=O)/C(=C/c2ccccc2F)Oc2ccccc21
12	CCCCCn1c(CN2CCN(c3cc(Cl)ccc3C)CC2)nc2c1c(=O)[nH]c(=O)n2C
13	CN1CCN(c2ccccc2NC(=O)c2cccc(OCc3ccccc3)c2)CC1
14	CCOC(=O)c1cc(-c2ccccc2)sc1NC(=O)COC(=O)c1ccc(Cl)c(S(N)(=O)=O)c1
15	CCCCCCCCCCCCCCCC(=O)OC/C=C(C)/C=C/C=C(C)/C=C/C1=C(C)CCCC1(C)C
16	NC(=O)CC1C(=O)N(c2ccccc2)C(=S)N1NC(=O)c1ccccc1 (stereo not drawn)
assay / compound,9,10,11,12,13,14,15,16
Tat export inh,-5,19,5,17,4,-1,0,-1
PKA-R1A activ,-8,0,-5,17,-1,4,-8,18
PKA-R2B act,-2,-14,-6,4,-6,-4,-10,-1
Ecoli viability,-0.4,-2.7,1.9,-2.5,-2.7,2.0,-0.7,.
HTR5A inv ag,4,-10,0,-2,4,5,6,9
HTR5A ag ctr,2,3,0,1,0,-2,-5,-2
Mot1-301 SUMO,3,-2,-26,-5,-16,1,-8,-10
DAGLB inhibitor,-1,-13,-2,3,-8,3,0,-2
AddAB inh,0.0,0.6,-2.0,0.2,-2.0,2.6,5.0,.
CDK5 p35 inh,-0.1,1.4,2.7,-2.4,-1.6,-5.3,-0.2,1.1
phage Ecoli inh,4.4,0.8,-2.2,3.8,0.1,.,3.7,0.6

17	CC(=O)c1ccc(C(C)(C)c2ccc(C(C)=O)s2)s1
18	Cc1cc(NS(=O)(=O)c2ccc(NC(=O)Nc3ccc4c(c3)OCO4)cc2)no1
19	CCC(C)C(NS(=O)(=O)c1ccc(C)cc1)C(=O)Oc1ccc2c3c(c(=O)oc2c1)CCC3 (stereo not drawn)
20	CCCN=CC1=C(O)CC(c2ccccc2)CC1=O (stereo not drawn)
21	c1ccc(-c2ccc3nnnn3n2)cc1
22	O=C1c2ccc([N+](=O)[O-])cc2S(=O)(=O)N1Cc1ccccc1
23	CCCc1cc2c(cc1NC(=O)c1ccco1)OCO2
24	COc1ccc(S(=O)(=O)N(C)C[C@H]2Oc3ccc(NC(=O)Nc4c(C)noc4C)cc3C(=O)N([C@H](C)CO)C[C@@H]2C)cc1
assay / compound,17,18,19,20,21,22,23,24
Tat export inh,-11,2,3,-5,-1,-15,-1,-5
PKA-R1A activ,-18,12,-9,1,2,8,-10,-17
PKA-R2B act,-8,-4,2,-15,-5,-3,-2,-2
Ecoli viability,1.6,-0.5,-0.7,-1.6,1.0,-1.7,0.3,-0.7
HTR5A inv ag,8,-14,-20,-5,-45,-27,10,7
HTR5A ag ctr,-3,0,9,4,4,7,2,-3
Mot1-301 SUMO,0,-13,1,79,7,3,-4,-9
DAGLB inhibitor,-4,4,-11,0,-3,1,2,-2
AddAB inh,0.9,2.5,-1.8,-0.1,2.6,-0.2,0.9,1.7
CDK5 p35 inh,0.3,-1.1,-0.2,0.7,1.1,0.1,0.8,0.8
phage Ecoli inh,2.1,1.1,2.0,4.0,1.0,1.5,2.9,1.3

25	CC(C)C(=O)N(c1cc2sc(=O)oc2c2ccccc12)S(=O)(=O)c1cccs1
26	CCCN1CCN(C(=O)Cn2cnc3sc(C)c(S(=O)(=O)N4CCC(C)CC4)c3c2=O)CC1
27	O=C(COc1ccc(Br)cc1)NCCNC(=O)c1ccccn1
28	CN(Cc1nc(-c2ccc(Cl)cc2)no1)C(=O)c1ccc2c(c1)OCO2
29	C[C@@]12CCC[C@H](O1)[C@@H]([C@H](O)c1ccccc1)O2
30	O=C(NCc1cccnc1)Nc1ccccc1
31	Cc1cccn2c(=O)c(C=O)c(Nc3ccccc3)nc12
32	Cc1cccc(C=NOCCc2ccccc2)n1
assay / compound,25,26,27,28,29,30,31,32
Tat export inh,-2,-2,-1,9,-2,0,11,-3
PKA-R1A activ,8,6,-5,1,-6,3,-11,15
PKA-R2B act,-2,0,13,0,-12,0,-13,11
Ecoli viability,-0.4,-1.8,0.5,-0.6,-0.4,0.3,0.9,.
HTR5A inv ag,0,-9,0,-15,-12,-1,-8,0
HTR5A ag ctr,7,3,0,5,4,0,3,0
Mot1-301 SUMO,-29,105,0,2,-13,564*,-5,.
DAGLB inhibitor,13,2,0,-9,0,-1,0,-11
AddAB inh,-0.9,4.0,-0.3,0.8,1.6,1.6,2.7,.
CDK5 p35 inh,-2.5,0.9,0.0,-5.3,-0.1,-2.2,-0.8,0.7
phage Ecoli inh,3.1,-0.6,1.6,.,-1.6,5.2,.,3.4

33	O=C1c2cccc3cccc(c23)C(=O)N1c1ccncc1
34	COc1ccc(NC(=O)CCNS(=O)(=O)c2cccc3nsnc23)c(OC)c1
35	COc1cc(CNn2cn[nH]c2=S)ccc1OCC(=O)NC(C)(C)C
36	Cc1ccc(C(=O)Nc2ncccc2O)o1
37	Cc1ccc(C(=O)N2c3ccccc3OCC2C)cc1 (stereo not drawn)
38	CCCNC(=O)Cn1nc(C(F)(F)F)c2c1CCCC2
39	Cc1c(F)cccc1NC(=O)c1ccc2c(c1)CCN2S(C)(=O)=O
40	CN(C(=O)COC(=O)c1cccc(F)c1)c1ccccc1
assay / compound,33,34,35,36,37,38,39,40
Tat export inh,-4,-8,-3,-3,11,-5,-5,7
PKA-R1A activ,-13,1,-4,-6,9,-5,-5,-13
PKA-R2B act,-10,2,-7,2,-6,-9,7,-4
Ecoli viability,-4.4,5.0,-2.1,0.1,-1.3,0.9,2.2,0.8
HTR5A inv ag,-10,0,-1,9,1,2,-40,11
HTR5A ag ctr,3,1,0,-1,0,0,7,1
Mot1-301 SUMO,-19,9,145,6,-3,-2,-27,11
DAGLB inhibitor,-2,-1,2,0,-10,-2,-2,0
AddAB inh,-0.9,9.0,0.0,-0.2,-0.1,-0.5,4.7,3.2
CDK5 p35 inh,0.1,3.4,1.9,1.6,-1.7,0.0,-4.5,-1.9
phage Ecoli inh,-0.6,3.0,2.1,1.9,1.4,1.9,2.0,1.8

41	CC1CCCC(C)N1S(=O)(=O)c1ccc(NC(=O)CNCC2CCCO2)cc1 (stereo not drawn)
42	CC(=O)SCCC(=O)N1C(C)CCCC1C(=O)O (stereo not drawn)
43	Cc1ccc(Cl)cc1N1CCN(CC(=O)NC2CCCc3ccccc32)CC1 (stereo not drawn)
44	CC1=C(C)C(=O)N(C(C)CCc2ccccc2)C1=O (stereo not drawn)
45	CCc1ccc(NC(=O)CCC(=O)N2CCSc3ccccc32)cc1
46	O=C(NCc1ccccc1)c1cc(S(=O)(=O)N2CCOCC2)ccc1F
47	CNc1snc(C)c1C(=O)OC(C)C(=O)Nc1ccccc1 (stereo not drawn)
48	Cc1cc(OCc2cc(C(=O)N(C)C(C)c3ccccn3)no2)cc(C)c1Cl (stereo not drawn)
assay / compound,41,42,43,44,45,46,47,48
Tat export inh,4,2,22,2,7,7,-6,25
PKA-R1A activ,-9,-7,2,8,-1,-13,-3,-2
PKA-R2B act,-12,-7,-8,11,-1,0,2,-2
Ecoli viability,0.6,-0.9,-0.3,-1.0,4.3,0.6,-2.1,-0.8
HTR5A inv ag,13,-20,-20,3,7,-14,-11,-9
HTR5A ag ctr,-2,8,3,-1,-3,6,4,4
Mot1-301 SUMO,-9,9,2,-4,-2,9,8,-3
DAGLB inhibitor,-2,-4,-10,-3,-11,4,1,-2
AddAB inh,1.6,2.7,4.3,-1.4,6.2,-0.4,2.3,0.6
CDK5 p35 inh,0.3,0.6,-2.3,-0.9,-4.4,1.6,-1.3,-0.1
phage Ecoli inh,1.3,0.5,3.2,3.6,14*,3.9,-0.7,-1.2

# A second format for 9 compounds above.
# Every second line gives: Tat export inh, PKA-R1A activ, PKA-R2B act, Ecoli viability, HTR5A inv ag, HTR5A ag ctr, Mot1-301 SUMO, DAGLB inhibitor, AddAB inh, CDK5 p35 inh, phage Ecoli inh
[37] Cc1ccc(C(=O)N2c3ccccc3OCC2C)cc1 (stereo not drawn)
 : 11, 9, -6, -1.3, 1, 0, -3, -10, -0.1, -1.7, 1.4
[38] CCCNC(=O)Cn1nc(C(F)(F)F)c2c1CCCC2
 : -5, -5, -9, 0.9, 2, 0, -2, -2, -0.5, 0.0, 1.9
[39] Cc1c(F)cccc1NC(=O)c1ccc2c(c1)CCN2S(C)(=O)=O
 : -5, -5, 7, 2.2, -40, 7, -27, -2, 4.7, -4.5, 2.0
[40] CN(C(=O)COC(=O)c1cccc(F)c1)c1ccccc1
 : 7, -13, -4, 0.8, 11, 1, 11, 0, 3.2, -1.9, 1.8
[41] CC1CCCC(C)N1S(=O)(=O)c1ccc(NC(=O)CNCC2CCCO2)cc1 (stereo not drawn)
 : 4, -9, -12, 0.6, 13, -2, -9, -2, 1.6, 0.3, 1.3
[42] CC(=O)SCCC(=O)N1C(C)CCCC1C(=O)O (stereo not drawn)
 : 2, -7, -7, -0.9, -20, 8, 9, -4, 2.7, 0.6, 0.5
[43] Cc1ccc(Cl)cc1N1CCN(CC(=O)NC2CCCc3ccccc32)CC1 (stereo not drawn)
 : 22, 2, -8, -0.3, -20, 3, 2, -10, 4.3, -2.3, 3.2
[44] CC1=C(C)C(=O)N(C(C)CCc2ccccc2)C1=O (stereo not drawn)
 : 2, 8, 11, -1.0, 3, -1, -4, -3, -1.4, -0.9, 3.6
[45] CCc1ccc(NC(=O)CCC(=O)N2CCSc3ccccc32)cc1
 : 7, -1, -1, 4.3, 7, -3, -2, -11, 6.2, -4.4, 14*
